Screening data as filed in PubChem BioAssay.
pCIP destab: lowers stability of the mouse p/CIP coactivator protein. Q05BA5. F442A p/CIP-EGFP cells, EGFP fluorescence, 16 h. decrease of EGFP signal, % at 10 µM. 0.01% of 290,000 active;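 active = EGFP signal decrease of at least 30% at 10 µM or well 3 SD below plate mean, unless failing retest; inactive = the rest, including hits failing retest or dose response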; note: some compounds called inactive have numbers as strong as hits; many of its hits are not listed in these tables
Target sequence (Q05BA5 1-1403): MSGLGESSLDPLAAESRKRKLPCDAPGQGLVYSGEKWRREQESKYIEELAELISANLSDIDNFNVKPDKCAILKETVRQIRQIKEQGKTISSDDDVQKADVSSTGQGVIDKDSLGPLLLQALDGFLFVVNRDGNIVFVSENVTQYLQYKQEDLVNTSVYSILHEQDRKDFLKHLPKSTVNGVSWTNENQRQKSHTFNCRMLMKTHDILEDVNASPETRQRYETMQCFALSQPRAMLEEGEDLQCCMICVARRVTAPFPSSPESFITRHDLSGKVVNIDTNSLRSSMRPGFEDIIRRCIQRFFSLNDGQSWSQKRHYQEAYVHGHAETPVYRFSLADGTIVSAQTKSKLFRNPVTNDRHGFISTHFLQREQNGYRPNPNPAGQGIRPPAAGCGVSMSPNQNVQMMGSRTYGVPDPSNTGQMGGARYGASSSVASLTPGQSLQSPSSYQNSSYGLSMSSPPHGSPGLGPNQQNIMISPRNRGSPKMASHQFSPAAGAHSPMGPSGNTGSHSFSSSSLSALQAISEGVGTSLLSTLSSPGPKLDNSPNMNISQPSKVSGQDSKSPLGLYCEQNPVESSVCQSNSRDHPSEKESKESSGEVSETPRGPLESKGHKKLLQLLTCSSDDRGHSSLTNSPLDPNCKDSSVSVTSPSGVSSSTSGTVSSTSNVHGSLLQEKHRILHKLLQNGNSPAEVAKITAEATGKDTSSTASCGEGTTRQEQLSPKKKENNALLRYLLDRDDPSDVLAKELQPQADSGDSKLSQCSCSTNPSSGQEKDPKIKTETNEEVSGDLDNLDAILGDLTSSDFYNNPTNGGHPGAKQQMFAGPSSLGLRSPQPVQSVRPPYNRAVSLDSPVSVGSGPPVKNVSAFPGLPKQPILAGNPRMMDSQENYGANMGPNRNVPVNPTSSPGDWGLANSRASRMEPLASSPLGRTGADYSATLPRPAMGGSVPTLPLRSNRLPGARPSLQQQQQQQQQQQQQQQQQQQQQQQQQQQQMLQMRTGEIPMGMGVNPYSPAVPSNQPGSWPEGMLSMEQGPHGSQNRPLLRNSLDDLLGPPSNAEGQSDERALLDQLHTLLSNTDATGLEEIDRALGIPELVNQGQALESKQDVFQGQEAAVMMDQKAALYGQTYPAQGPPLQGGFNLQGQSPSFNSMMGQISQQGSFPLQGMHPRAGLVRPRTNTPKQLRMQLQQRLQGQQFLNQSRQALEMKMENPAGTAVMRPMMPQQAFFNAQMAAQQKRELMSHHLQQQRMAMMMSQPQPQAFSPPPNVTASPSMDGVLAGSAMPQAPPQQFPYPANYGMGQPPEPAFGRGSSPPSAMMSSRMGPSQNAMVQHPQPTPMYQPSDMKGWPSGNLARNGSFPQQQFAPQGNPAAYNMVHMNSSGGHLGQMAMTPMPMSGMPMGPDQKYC
IDE cell activ: activators of human insulin-degrading enzyme in cells. P14735. HEK cells, FAbeta-B cleavage, fluorescence polarization; 0% vehicle, 100% cell-free pure enzyme wells. activation, % at 5.96 µM. 0.073% of 340,000 active;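 active = activation above the mean of all tested compounds plus 3 SD, set per screening campaign, cut at about 17% in these data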
MEKK3 PB1 HTS: MEKK3-MEK5 PB1 interaction, increase or decrease; Q99759; bead-based flow cytometry, Alexa488-MEK5 binding to MEKK3; actives lie on both sides; 0 = blocked by unlabeled MEK5, 100 = vehicle; binding response (% of control), % at 10 µM; 1.4% of 290,000 active;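 active = binding response more than 3 SD above or below the average of its plate-row segment, actives on both sides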;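 note: Alexa488 bead fluorescence after subtracting the streptavidin-only scavenger bead signal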
NS3 helicase inh: inhibitors of Hepatitis C virus NS3 helicase | NS3 helicase DNA unwinding, Cy5 molecular beacon fluorescence | inhibition, % at 10.9 µM | 0.56% of 290,000 active | AID 1800;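 active = inhibition above the mean of all tested compounds plus 3 SD, set per campaign, cut at about 35% in these data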;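 note: 0% = DMSO wells and 100% = thioflavine S control wells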
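assay system = NS3 helicase fragment of HCV | buffer or medium = MOPS pH 6.5, MgCl2, DTT, Tween20, BSA | timing = 60 min unwinding reaction at 25 °C after ATP addition | signal = Cy5 beacon fluorescence read at start and 1 h | read-out basis = % inhibition of unwinding | control set = low DMSO, high thioflavine S at 110 µM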
PHOSPHO1 inh: blocks human PHOSPHO1 phosphatase activity; Q8TCT1; recombinant PHOSPHO1, absorbance phosphatase assay; inhibition, % at 13.3 µM; 1.1% of 290,000 active; AID 1565; in the data active = inhibition above about 60%
IMP-1 inhibitor: blocks Pseudomonas aeruginosa IMP-1 metallo-beta-lactamase | purified IMP-1, nitrocefin hydrolysis, epi-absorbance fluorescence | 0.45% of 290,000 active | inhibition, % at 5.6 µM;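 active = inhibition above the mean plus 3 SD of all compounds in the same screening run, cut at about 4.5% in these data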;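 note: 0% = IMP-1 with DMSO and 100% = DMSO wells lacking enzyme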
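Assay system: purified IMP-1; Quantity: IMP-1 0.2 nM before substrate addition; Medium: HEPES buffer pH 7.1 with ZnSO4 and Brij 35; Incubation: 15 min enzyme–compound preincubation, then 25 min nitrocefin reaction, 25 °C; Signal: fluorescence quenching readout, ex 480/em 530 nm; Controls: DMSO with and without IMP-1; Repeats: singlicate testing.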
FID counter: displaces DNA intercalator in HCV helicase counter-screen; DNA fluorescent intercalator displacement, fluorescence; inhibition, % at 7.9 µM; 0.17% of 290,000 active; in the data active = inhibition above about 37%;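 note: 0% = vehicle and 100% = reference compound; higher means more ethidium bromide displaced from hairpin DNA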
UBC9 SUMO inh: SUMOylation inhibition; P63279; HTRF SUMOylation assay, SAE1/SAE2 + UBC9, in vitro; inhibition, % at 35 µM; 0.36% of 290,000 active; AID 2006; in the data active = inhibition above about 50%, passing the limit was not always enough; note: strong numbers were not always called active
VIM-2 inh: blocks Pseudomonas aeruginosa VIM-2 metallo-beta-lactamase | 0.89% of 290,000 active | inhibition, % at 5.6 µM | AID 1527 | purified VIM-2, nitrocefin hydrolysis, epi-absorbance fluorescence;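 active = inhibition above the mean of all tested compounds plus 3 SD, cutoff set per screening run, cut at about 7.5% in these data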;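 note: red hydrolysis product quenches plate fluorescence so inhibitors raise well fluorescence; 0% = enzyme with DMSO and 100% = DMSO without enzyme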
Active calls of the source: *; · = not tested or not shown. This is a subset, so the mix of outcomes need not match the whole.

SMILES | pCIP destab | IDE cell activ | MEKK3 PB1 HTS | NS3 helicase inh | PHOSPHO1 inh | IMP-1 inhibitor | FID counter | UBC9 SUMO inh | VIM-2 inh
CCN(CC)C(=O)CSc1nc2cc(OC)c(OC)cc2c(=O)n1Cc1ccc(Cl)cc1 | -5 | 2 | 105 | -4 | 23 | -1.4 | -6 | -20 | -0.4
CCCCN1C(=O)/C(=c2\sc3nc(=O)c(-c4ccccc4)nn3c2=O)c2ccccc21 | -20 | 5 | 105 | 19 | -79 | -2.1 | -20 | -3 | 2.5
CCn1cc(/C=C(\NC(=O)c2ccccc2F)C(=O)N2CCCC2)c2ccccc21 | 1 | 4 | 101 | 1 | -1 | -1.6 | -34 | 1 | -5.5
CC(C)(C)c1cc(C(=O)N/N=C/c2ccc(-c3ccccc3[N+](=O)[O-])o2)n[nH]1 | -8 | -3 | 100 | 21 | 24 | -1.9 | -19 | 23 | -1.5
COc1ccc(-c2nc(-c3cccc(C)c3)[nH]c(=O)c2C#N)cc1 | 8 | 3 | 104 | 13 | 25 | -0.9 | 1 | 33 | -1.1
Cn1c(Cc2ccccc2)nnc1SCC(=O)N1CCOCC1 | 8 | 4 | 97 | 2 | -22 | -1.9 | 1 | -1 | 0.7
O=[N+]([O-])c1cccc(Cl)c1NCCNS(=O)(=O)c1ccc(Cl)cc1 | 15 | 1 | 97 | 0 | -6 | 1.9 | -4 | -32 | 0.2
O=C(O)Cc1sc(Nc2ccc(F)cc2)nc1-c1cccs1 | 5 | -4 | 99 | 11 | -123 | -3.2 | 1 | 1 | -0.7
COc1ccc(N2CCN(C(=O)c3sc4ncn(CC(=O)N5CCCCC5)c(=O)c4c3C)CC2)cc1 | -17 | 3 | 106 | -4 | 22 | -2.4 | -52 | 16 | -1.7
COc1cccc(N2CCN(C(=O)CC(C)(C)CC3=NS(=O)(=O)c4ccccc4N3)CC2)c1 | -27 | 0 | 101 | -5 | 24 | -2.7 | -57 | · | -1.2
CC(=O)N(C(C)=O)c1ncnc2c1c(-c1ccc(Cl)cc1)nn2C(C)(C)C | -2 | 1 | 113 | 11 | 30 | -2.7 | -29 | 14 | -2.3
Cn1c(=O)[nH]c(=O)c2c1nc(CN1CCN(c3cccc(Cl)c3)CC1)n2CCCc1ccccc1 | 8 | -3 | 99 | -7 | -2 | -1.5 | -4 | -3 | -1.8
CCOC(=O)c1c(/N=C/C2C(=O)CCCC2=O)sc2c1CCCC2 | -4 | · | 100 | 5 | -22 | -0.1 | -4 | 4 | 1.5
Cc1ccc(C)n1-c1ccc(NC(=O)c2ccccc2)cc1 | -8 | 2 | 95 | 4 | -11 | -2.4 | -6 | 6 | -1.7
CCCn1c(N)c(C(=O)CSc2nnc(-c3ccco3)n2Cc2ccccc2)c(=O)[nH]c1=O | · | 2 | 109 | 4 | · | -1.7 | -35 | · | -1.7
Cc1nc2sc(C(c3ccco3)N3CCN(C(c4ccccc4)c4ccccc4)CC3)c(O)n2n1 (stereo not given) | -13 | 5 | 115 | 28 | 33 | -2.2 | -39 | -4 | -1.6
Cc1nn(C)c(C)c1NC(=O)CSc1nc(C2CC2)nc2c1cnn2-c1ccccc1 | -15 | 5 | 97 | 5 | 38 | 0.1 | -3 | -8 | -2.0
O=C(Nc1ccc2c(c1)OCCO2)c1ccc2nccnc2c1 | 7 | 8 | 106 | -4 | 14 | -1.8 | 2 | 5 | -4.3
COC(=O)C1=C(C)Nc2ccc(C)cc2S1 | 6 | 3 | 101 | 0 | 38 | -1.1 | -3 | -5 | -3.4
Nn1cc(-c2ccccc2)nc1SCC(=O)N1CCN(S(=O)(=O)c2ccccc2)CC1 | -10 | -2 | 102 | -4 | 3 | -3.0 | -21 | -1 | -2.5
Cc1c(NC(=O)c2cccc(-c3cc4ccccc4oc3=O)c2)cccc1-c1nc2ncccc2o1 | -7 | 3 | 95 | 2 | 0 | -3.0 | -2 | 21 | -1.4
Cc1ccc2nc(CSc3nnc(Nc4ccccc4C)s3)cc(=O)n2c1 | -3 | -3 | 91 | 4 | -2 | 0.1 | -28 | 6 | 1.6
COc1ccc(N2CCn3c2nc2c3c(=O)n(CCc3ccccc3)c(=O)n2C)c(OC)c1 | -3 | · | 109 | -5 | 30 | -3.2 | 4 | 12 | -1.9
Cc1nnc(NC(=O)CSc2ccc(-c3ccc(Cl)cc3)nn2)s1 | 1 | 5 | 73 | -2 | -4 | -1.8 | -2 | 12 | 0.2
CCN(C(=O)Cc1c(C(=O)O)n(C)c2ccccc12)c1ccc(F)cc1 | -4 | · | 97 | -10 | 8 | 0.6 | -21 | -10 | 2.7
O=C(Cn1ncc2c3ccccc3n(Cc3ccccc3F)c2c1=O)NC1CC1 | -5 | 5 | 102 | -12 | 32 | -1.9 | -18 | 18 | -0.6
C=CCSc1nnc(NC(=O)CSc2nc3ccccc3o2)s1 | -4 | -4 | · | 0 | 11 | -4.0 | -4 | 12 | -4.0
CCN1CCN(S(=O)(=O)c2ccc(Cl)c(C(=O)N(CC)CC(=O)Nc3ccc(OC)cc3)c2)CC1 | -11 | 2 | 103 | -1 | -36 | -2.2 | 1 | 2 | -5.0
Cn1c(SCc2cc(=O)[nH]c(C(C)(C)C)n2)nnc1C(F)(F)F | -5 | -3 | 97 | -2 | 24 | -1.4 | 0 | -2 | -3.2
COc1ccc(/C=C2/SC(=O)N(CCNC(=O)C3CCCN3C(=O)c3cccs3)C2=O)cc1 (stereo not given) | -22 | 0 | 98 | 1 | -11 | -2.5 | -23 | -6 | -1.0
COc1ccc(CC(=O)Nc2nccs2)cc1OC | 5 | 1 | 98 | 0 | -5 | -2.9 | -1 | -8 | -2.0
Cc1cc(NS(=O)(=O)c2ccc(NC(=O)c3cc4ccccc4o3)cc2)no1 | 0 | · | 99 | 2 | 20 | -3.3 | -25 | 3 | -1.2
CCOc1ccc(CCNC(=O)C2CCN(c3ccc(N4CCOCC4)nn3)CC2)cc1OCC | -16 | 8 | · | -17 | 10 | 1.8 | -3 | 38 | 0.6
Cc1cc(NC(=O)CSc2nc3ccccc3c(=O)n2C(C)c2ccccc2)no1 (stereo not given) | -14 | -4 | 90 | 5 | 2 | -2.1 | -4 | -18 | -2.4
FC(F)Sc1nnc(-c2cccs2)n1-c1ccccc1 | -7 | -2 | 108 | 2 | 4 | -3.1 | -5 | -4 | -0.5
COc1ccc(CN2C(=O)C(O)(CC(=O)c3ccc4c(c3)OCO4)c3ccccc32)cc1OC (stereo not given) | -8 | -1 | 96 | -2 | -9 | -3.8 | -26 | -10 | -4.0
O=C(Nc1cccnc1)c1cc(S(=O)(=O)N2CCCCC2)c(Cl)cc1Cl | 0 | 1 | 99 | 0 | 26 | -2.0 | -26 | 7 | 0.0
Cc1ccc(C)c(-n2c(SCC(=O)NCC3CCCO3)nnc2-c2ccoc2C)c1 (stereo not given) | -4 | 5 | 108 | 5 | 49 | -3.3 | -31 | 22 | -2.3
CCOc1ccccc1N1CC(C(=O)Nc2nccs2)CC1=O (stereo not given) | -10 | 7 | 105 | 0 | 2 | -2.4 | -7 | 23 | -3.3
CCOc1cc(C)c(Cl)cc1S(=O)(=O)NCC1CCCO1 (stereo not given) | -2 | -4 | 103 | -4 | -10 | 3.1 | -16 | -11 | -1.8

In another format: results already given.
Cn1c(SCc2cc(=O)[nH]c(C(C)(C)C)n2)nnc1C(F)(F)F
  pCIP destab: -5
  IDE cell activ: -3
  MEKK3 PB1 HTS: 97
  NS3 helicase inh: -2
  PHOSPHO1 inh: 24
  IMP-1 inhibitor: -1.4
  FID counter: 0
  UBC9 SUMO inh: -2
  VIM-2 inh: -3.2

COc1ccc(/C=C2/SC(=O)N(CCNC(=O)C3CCCN3C(=O)c3cccs3)C2=O)cc1 (stereo not given)
  pCIP destab: -22
  IDE cell activ: 0
  MEKK3 PB1 HTS: 98
  NS3 helicase inh: 1
  PHOSPHO1 inh: -11
  IMP-1 inhibitor: -2.5
  FID counter: -23
  UBC9 SUMO inh: -6
  VIM-2 inh: -1.0

COc1ccc(CC(=O)Nc2nccs2)cc1OC
  pCIP destab: 5
  IDE cell activ: 1
  MEKK3 PB1 HTS: 98
  NS3 helicase inh: 0
  PHOSPHO1 inh: -5
  IMP-1 inhibitor: -2.9
  FID counter: -1
  UBC9 SUMO inh: -8
  VIM-2 inh: -2.0

Cc1cc(NS(=O)(=O)c2ccc(NC(=O)c3cc4ccccc4o3)cc2)no1
  pCIP destab: 0
  IDE cell activ: ·
  MEKK3 PB1 HTS: 99
  NS3 helicase inh: 2
  PHOSPHO1 inh: 20
  IMP-1 inhibitor: -3.3
  FID counter: -25
  UBC9 SUMO inh: 3
  VIM-2 inh: -1.2

Other entries
SMILES | pCIP destab | IDE cell activ | MEKK3 PB1 HTS | NS3 helicase inh | PHOSPHO1 inh | IMP-1 inhibitor | FID counter | UBC9 SUMO inh | VIM-2 inh
COc1cc(NC(=O)CCC2CCCC2)cc(-n2cnnn2)c1 | 0 | -1 | 106 | 7 | 9 | -3.6 | 10 | 4 | -2.1
Cc1ccc(-n2nnc3c(=O)n(CC(=O)OCc4ccccc4)cnc32)cc1 | -8 | 6 | 107 | 7 | -6 | -2.9 | -7 | 8 | -3.5
CC(C)(C)C(=O)Nc1cc(NC(=O)C(C)(C)C)cc(C(=O)NNC(=O)c2ccncc2)c1 | -7 | 1 | 98 | 2 | 29 | -1.2 | -11 | 12 | 0.8
Cc1ccc(SCc2cn3c(C)cc(C)nc3n2)cc1 | 7 | 0 | 106 | 2 | 12 | -3.1 | -18 | 0 | -1.3
CCSc1ccc(C(=O)Nc2ccc(Br)cn2)cc1[N+](=O)[O-] | -6 | -1 | 86 | -16 | 33 | -1.7 | 5 | 17 | -1.0
O=C1c2ccccc2C(=O)N1OCc1ccc(Cl)cc1 | 7 | 2 | 107 | -4 | 1 | -2.2 | -3 | -20 | -0.8
O=C(COC(=O)c1cnc(Cl)c(Cl)c1)NCc1cccs1 | -4 | -1 | 97 | -2 | -22 | -1.4 | -3 | 0 | -1.5
